All columns: NCI-60 one-dose screen, growth in % after 48 h at 10 µM unless noted; 100 = growth as untreated, 0 = no growth, -100 = all killed.
HOP-92: HOP-92 NSCLC cells; actives 6.3% (n = 71,000)
CCRF-CEM: CCRF-CEM leukemia. actives 7% (n = 77,000). AID 1794778
HOP-62: HOP-62 NSCLC | actives 3.9% (n = 80,000) | AID 1794735
EKVX: EKVX NSCLC; actives 3% (n = 71,000)
A549/ATCC: A549/ATCC NSCLC | actives 3.7% (n = 81,000)
RPMI-8226: RPMI-8226 leukemia cells; actives 7.5% (n = 77,000); AID 1794781
MOLT-4: MOLT-4 leukemia cells | actives 6.9% (n = 80,000)
M14: M14 melanoma. actives 6.2% (n = 80,000)
* = called active by the depositor; nt = no result given; & = joins results of further samples; [ ] = another dose, or the depositor's remark. Rule for the calls: active = growth percent below 10; inactive = the rest.

SMILES	HOP-92	CCRF-CEM	HOP-62	EKVX	A549/ATCC	RPMI-8226	MOLT-4	M14
O=C(O)c1ccc(C(S(=O)(=O)c2ccccc2)S(=O)(=O)c2ccccc2)cc1	107	102	100	110	94	106	95	114
NC(=O)c1cc2cc(CN3CCCCC3)ccc2o1	nt	101	103	105	102	105	95	96
Cc1ccc(C2CC(c3ccc(Cl)cc3)=NN2c2nc(-c3cc4ccccc4oc3=O)cs2)cc1 (configuration not stated)	nt	101	97	89	109	102	98	110
Cn1cccc1C(=O)C1C(c2ccc(F)cc2)C2CCCN2C12C(=O)Nc1ccccc12 (configuration not stated)	81	93	91	91	97	88	100	100
O=C(Cc1cccc(Cl)c1)c1ccccc1	nt	100	102	91	101	109	105	nt
O=c1[nH]c(CN/N=C/c2ccc(O)cc2)nc2ccccc12	97	94	119	98	103	nt	95	nt
SCCc1ccccc1	107	105	106	nt	101	94	95	112
COc1cc(/C=C2\C(=O)N(c3c(Cl)cccc3Cl)c3ccccc32)cc(OC)c1O	nt	18	49	80	17	12	1.0*	39
Nc1cnc2ccccc2c1	65	68	105	109	111	98	103	104
CCOc1ccc(CN2CCN(CC(O)COc3ccc(OCC(O)CN4CCN(Cc5ccc(OCC)cc5)CC4)cc3)CC2)cc1 (configuration not stated)	80	81	101	nt	77	62	90	89
COc1cc(C2=C(CN)C(O)n3c(-c4ccccc4)cnc3N2)cc(OC)c1OC (configuration not stated)	83	115	88	100	100	110	89	94
CC(C)(C)c1ccc(O)c(CNCCO)c1	91	85	107	98	108	109	100	100
C=C(C)C(=O)OCCO	102	116	100	93	93	103	100	104
Cn1c(N2NC(=O)C(N=Nc3ccc(S(N)(=O)=O)cc3)C2=O)nc(-c2ccccc2)c(C#N)c1=O (configuration not stated)	78	89	98	113	109	96	84	106
CCOC(=O)c1c2c(n3ccc(NC(=O)CCN4CCCC4)cc13)C(=O)c1ncccc1C2=O	56	-36*	-68*	-49*	-67*	-32*	-23*	64
O=C(Nc1ccc([N+](=O)[O-])cc1)OC1CCS(=O)(=O)C1 (configuration not stated)	100	108	92	97	84	98	102	93
O=C(CCN1C(=O)/C(=C/c2ccc(F)cc2)SC1=S)N1CCOCC1	nt	67	109	87	81	52	84	57
C/C(=N/O)c1ccc(NC(=O)CSc2nnc(-c3ccccc3)o2)cc1	99	58	70	67	61	89	58	45
Cc1ccc(-c2nc(NCCO)nc(N)c2C#N)cc1	82	104	90	96	95	95	nt	102
COc1ccc(C/C(C)=C(\c2ccc(OCCN3CCCCCC3)cc2)c2ccc(OC(=O)C3CCCCC3)cc2)cc1	20	50	75	83	65	40	32	73
Cc1[nH]c2ccccc2c1C(C[N+](=O)[O-])c1cccs1 (configuration not stated)	91	94	90	94	91	90	90	93
Cc1c(O)cccc1O	nt	100	92	106	122	nt	90	105
COc1ccc(S(=O)(=O)N(Cc2ccc3c(n2)C=CC(C)(C)O3)C2CCC2)cc1OC	-20*	-19*	1.4*	-23*	-2.9*	-47*	-14*	-59*
CC1(c2ccc(N)cc2)c2[nH]c3ccccc3c2C(C)(c2ccc(N)cc2)c2[nH]c3ccccc3c21 (configuration not stated)	107	85	102	86	90	76	66	85
Cc1cc2c(C(C)C)c(O)c(O)c(C=O)c2c(O)c1-c1c(C)cc2c(C(C)C)c(O)c(O)c(C=Nc3ccc(Cc4ccc(N)cc4)cc3)c2c1O	94	nt	100	105	92	108	104	105
Cc1cc(C(=O)NNC(=NCc2ccccc2)c2cc(C)on2)no1	119	103	104	111	102	114	103	108
C[N+](C)(C)CCOC(=O)CCC(=O)OCC[N+](C)(C)C	119	105&110	107&99	103&104	100&93	102&111	106&97	103&103
C#CCOc1ccc(/C=N/Nc2nc(-c3cc(Cl)ccc3Cl)cs2)cc1	70	95	104	74	103	77	86	95
COc1cc2ncnc(Nc3ccc(F)c(Cl)c3)c2cc1OCC(=O)N1CCCC1	88	93	104	89	87	97	105	94
Cc1ccccc1NC(=O)/C(=N/N1C(=O)SCC1=S)N1CCOCC1	107	101	101	95	97	99	99	100
N#Cc1ccc([C@H]2c3[nH]c4ccccc4c3C[C@H]3C(=O)N(CCCCCCC(=O)NO)CC(=O)N23)cc1	105	97	101	95	98	104	91	107
COc1cc(-c2nc(-c3nnc(-c4ccc(C(F)(F)F)cc4)o3)c3ccccn23)cc(OC)c1OC	78	nt	84	83	77	47	61	89
CCOC(=O)/C(=C(/C)NCC(C)C)c1cc(O)c(O)c2c(C)cc(=O)[nH]c12	40	11	38	89	45	19	11	53
C[C@H](c1ccccc1)N1C(=O)C2=Nc3cccc(Cl)c3CN2C1=S	102	75	100	105	108	77	94	87
CCCCCCCCP(CCCCCCCC)CCCCCCCC	71	83	102	106	99	82	97	103
COc1ccc(Cn2cc3c(c2-c2ccccc2)CCCc2cnoc2-3)cc1	72	61	64	69	57	60	62	41
O=C1N=C2[C@@H]3CCCN3C(=O)c3ccccc3N2C(=O)C1c1ccccc1 (some centres not stated)	99	115	90	102	99	100	105	99
O=S1(=O)N(Cc2ccccc2)[C@H](Cc2ccccc2)[C@H](O)[C@H](O)[C@@H](Cc2ccccc2)N1Cc1ccccc1	80[7.5 µM]	87[7.5 µM]	90[7.5 µM]	89[7.5 µM]	60[7.5 µM]	69[7.5 µM]	54[7.5 µM]	97[7.5 µM]
COc1ccc(/C=N\NC(=O)N/N=C/c2ccc(OC)c(OC)c2)cc1OC	109&94	96&87	101&100	103	119&100	92&91	96&81	110&108
CCN(CC)C(=O)c1nn(C(C)=O)c2cc(F)c(F)cc12	68	94	93	95	84	94	90	92
CCOC(=O)C1(Cc2ccccc2)CCN(Cc2cccc(OC)c2O)CC1	31	9.8*	13	nt	2.5*	9.5*	9.7*	2.8*
O=C(c1cccnc1)N1CCN(c2ccccc2Cl)CC1	nt	94	97	101	103	99	104	104
COC(=O)[C@]1(C)CCC[C@]2(C)[C@H]3C[C@H]4C(C(C)C)=C[C@]3(CC[C@H]21)[C@@H]1C(=O)C(CCC#N)(CCC#N)C[C@H](OCCC#N)[C@@H]14	78	77	97	64	76	54	51	77
CN1CCN(Cc2ccc(NC(=O)c3cncc(C#Cc4cnc5ccc(N6CCSCC6)nn45)c3)cc2C(F)(F)F)CC1	-49*	3.3*	-31*	-47*	-25*	-7.4*	4.9*	-82*
O=C1C(=O)N(CCCCn2cc(Cn3c4ccccc4c4ccccc43)nn2)c2ccccc21	82	84	78	71	82	70	67	79
Cc1cc2nc3c(=O)[nH]c(=O)nc-3n(C[C@@H](O)[C@@H](O)[C@@H](O)COP(=O)(O)O)c2cc1C	93	137	97	103	119	116	99	105
COC(=O)/C(=C1/OC(=O)C(c2ccccc2)=C1O)c1ccccc1	81	80	103	158	101	81	96	111
COc1ccccc1-n1c(SCc2cc(OC)c(OC)c(OC)c2)nc2ccc(Cl)cc2c1=O	43	2.9*	52	nt	31	17	15	16

Quoted at random: 3 compounds from above.
SMILES	HOP-92	CCRF-CEM	HOP-62	EKVX	A549/ATCC	RPMI-8226	MOLT-4	M14
CCOC(=O)C1(Cc2ccccc2)CCN(Cc2cccc(OC)c2O)CC1	31	9.8*	13	nt	2.5*	9.5*	9.7*	2.8*
COc1ccc(/C=N\NC(=O)N/N=C/c2ccc(OC)c(OC)c2)cc1OC	109&94	96&87	101&100	103	119&100	92&91	96&81	110&108
O=C1N=C2[C@@H]3CCCN3C(=O)c3ccccc3N2C(=O)C1c1ccccc1 (some centres not stated)	99	115	90	102	99	100	105	99

(next part)
SMILES	HOP-92	CCRF-CEM	HOP-62	EKVX	A549/ATCC	RPMI-8226	MOLT-4	M14
COc1cc(-c2nn(-c3cccc(NC(=O)Nc4cccc(C(F)(F)F)c4)c3)cc2-c2ccncc2)ccc1Cl	-34*	-9.7*	-30*	nt	-14*	-15*	-26*	-62*
CCCCCCCCCCCC(=O)NN	93	56	101	nt	89	86	54	102
O=S(Cc1ccccc1)c1ccccc1 (configuration not stated)	97	104	103	103	98	107	99	112
c1cc2ccc1CNCCN1CCNCc3ccc(cc3)Oc3ccc(cc3)CNCCN(CCNCc3ccc(cc3)O2)CCNCc2ccc(cc2)Oc2ccc(cc2)CNCC1	-92*	-17*	-78*	15	-79*	-49*	-45*	95
C#CCOCC1CN(c2ccccc2)C(=O)O1 (configuration not stated)	94	97	103	107	97	103	84	130
COc1ccc2c(c1)C=CC(C#N)N2 (configuration not stated)	106	112	109	88	92	109	66	121
c1ccc(CNc2nc(Nc3ccccc3)nc3ccccc23)cc1	-2.5*	70	-9.0*	nt	30	45	80	55
Cc1sc2nc(NCCc3c[nH]c4ccc(F)cc34)[nH]c(=O)c2c1C	104	75	98	95	95	95	90	97
CC(=O)/C(=C/c1ccc(-c2ccccc2)cc1)C(=O)c1ccccc1	90	39	nt	100	76	40	5.3*	80
C=CCc1ccccc1OCC(=O)O	86	100	103	103	99	90	100	98
C=CCOc1c(CCC)cc(CCC)cc1C(N)=O	62	91	96	100	98	83	78	106
C[C@H](CCCCO)[C@H]1CC[C@H]2[C@@H]3CC[C@@H]4CNCCC[C@]4(C)[C@H]3CC[C@]12C	98	93	104	95	102	98	100	97

Single records, from the list above.
O=S1(=O)N(Cc2ccccc2)[C@H](Cc2ccccc2)[C@H](O)[C@H](O)[C@@H](Cc2ccccc2)N1Cc1ccccc1 in the list: HOP-92: 80[7.5 µM]; CCRF-CEM: 87[7.5 µM]; HOP-62: 90[7.5 µM]; EKVX: 89[7.5 µM]; A549/ATCC: 60[7.5 µM]; RPMI-8226: 69[7.5 µM]; MOLT-4: 54[7.5 µM]; M14: 97[7.5 µM]
CCCCCCCCP(CCCCCCCC)CCCCCCCC in the list: HOP-92: 71; CCRF-CEM: 83; HOP-62: 102; EKVX: 106; A549/ATCC: 99; RPMI-8226: 82; MOLT-4: 97; M14: 103
CC(C)(C)c1ccc(O)c(CNCCO)c1 in the list: HOP-92: 91; CCRF-CEM: 85; HOP-62: 107; EKVX: 98; A549/ATCC: 108; RPMI-8226: 109; MOLT-4: 100; M14: 100

Next part
SMILES	HOP-92	CCRF-CEM	HOP-62	EKVX	A549/ATCC	RPMI-8226	MOLT-4	M14
CN(C)CCn1c2ccccc2c2nc3cc4ccccc4cc3nc21	43	18	38	37	-68*	14	7.2*	-63*
COc1ccc(-c2nc3sc(C)nn3c2/C=C/C(=O)c2cc(OC)c(OC)c(OC)c2)cc1	nt	99	84	nt	98	95	97	99
COc1ccc(C(=O)C(CN(C)C)CN(C)C)cc1	44	36	98	-17*	118	64	-32*	52
CCCCSc1nc(Nc2ccc(S(N)(=O)=O)cc2)c(C#N)c(-c2cc(OC)c(OC)c(OC)c2)n1	nt	22	81	55	32	11	-30*	33
COc1ccc(OC)c(-c2nc3cc4nc5ccccc5[nH]c4cc3n2)c1	95	113	83	90	97	105	104	90
COc1cccc(N(C(C)=O)c2nc(OC(C)=O)cs2)c1	91	99	99	44	103	99	102	100
O=C1/C(=C2\SC(=S)N(Cc3ccco3)C2=O)SC(=S)N1Cc1ccco1	89	79	100	99	103	nt	90	93
CCOC(=O)C(CCC#N)(CCC#N)C(=O)OCC	84	95	102	nt	102	97	97	89
N#CCCC(CCC#N)(CCC#N)C(=O)c1ccc(Cl)c(Cl)c1	90	102	104	104	106	105	97	101
COc1ccc(Cn2cc3c(c2-c2ccccc2)CCCc2cnoc2-3)cc1[N+](=O)[O-]	63	53	69	79	67	59	47	51
COc1ccccc1/C=C\C#N	102	105	70	95	81	102	92	97
O=C(Nc1ccc(Oc2ccc(F)cc2)c(Cl)c1)c1cccnc1	92	101	106	82	86	87	105	97
COc1ccc2c(c1)c(-c1nc(N)nnc1-c1c[nH]c3ccc(F)cc13)cn2C	58	84	75	72	81	81	89	71
CC(C)N1C(=O)c2ccccc2C1=O	115	103	93	98	98	100	119	103
Nc1nc(N)c2nc(CNc3ccc(C(=O)N[C@@H](CCC(=O)O)C(=O)O)c4ccccc34)cnc2n1	73	22	34	47	22	39	30	26
O=C(O)c1ccc(O)cc1O	92	110&95	88&97	94&107	101	95&107	106&103	103&106
COc1ccc(/C=N\Nc2ccc(S(=O)(=O)c3ccc(N/N=C/c4ccc(OC)cc4)cc3)cc2)cc1	nt	80	93	82	75	92	58	100
N#Cc1c(-c2cccc(Cl)c2)cc(-c2ccccc2Br)[nH]c1=O	75	95	94	99	96	83	109	102
CCCCCC1O[C@@H]2CC[C@H]1NC(N)=N2 (some centres not stated)	113	100	94	83	95	nt	98	99
O=S(=O)(Nc1ccc(Br)c(Cl)c1)c1ccc(-c2cnc(C3CC3)o2)cc1	41	19	33	34	25	20	28	5.1*
C=C1C(=O)O[C@H]2[C@H]1CC/C(Cn1cc(-c3ccccc3C(F)(F)F)nn1)=C\CC[C@@]1(C)O[C@@H]21	-70*	-28*	37	-79*	43	-29*	-12*	-79*
CCN(CC)CCOC(=O)c1cc(OCc2ccccc2)c(OCc2ccccc2)c(OCc2ccccc2)c1	40	37	62	48	42	33	8.5*	18
c1cc(C2CCCCC2)ccc1-c1cnc2nonc2n1	nt	3.7*	18	37	35	nt	-5.4*	-17*
CCOC(=O)Cc1csc2nc(-c3ccccc3)cn12	81	nt	109	nt	93	100	105	106
COc1ccc(Cc2c(N)noc2N)cc1	98	102	106	102	95	nt	96	104
N#Cc1ccc(C(F)(F)F)nc1N1CCC(C(=O)NCc2ccc3c(c2)OCO3)CC1	93	97	104	nt	90	88	87	103
CC1(C)CC(=O)C2=C(C1)Oc1c(Cl)cc(Cl)cc1C2	96	85	101	nt	89	86	89	109
CC(OC(=O)Nc1cccc(Cl)c1)C(=O)OC1CCCCC1 (configuration not stated)	82	106	104	90	96	nt	100	109
O=C1c2c(nc3ccccn23)NC(c2cccnc2)=N[C@H]1Cc1ccccc1	84	115	108	nt	95	109	97	97
Fc1ccc2c(-c3cncn3Cc3ccc(I)cc3)c[nH]c2c1	51	74	87	76	86	66	72	87
Cc1nc2nc(C)[nH]c2c(=O)[nH]1	94	100	102	94	101	105	99	100

Screening results deposited in PubChem BioAssay by NCI.
